TbMetRS inhib: blocks T. brucei methionyl-tRNA synthetase activity | purified T. brucei MetRS, ATP depletion, Kinase-Glo luminescence | inhibition, % at 11.9 µM | actives 0.4% (n = 360,000) | AID 624268;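 active = inhibition above a per-plate cutoff of the control wells' mean inhibition plus 3 SD, cut at about 5.5% in these data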;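 also: 0% = DMSO wells median and 100% = median of wells with control inhibitor compound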
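Dosing: 11.9 µM compound single dose, 0.9% DMSO; Assay system: purified T. brucei MetRS enzyme; Measured by: Kinase-Glo luciferase luminescence reporting remaining unconsumed ATP; Schedule: 15 min plus 2 h at 25 °C.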
SUMO1 PPI mod: SUMO1-SIM interaction modulation. P63165. SUMO1 binding to a labelled peptide, TR-FRET, 1 h. inhibition, % at 20 µM. actives 0.33% (n = 360,000); in the data active = inhibition above about 37%
Target sequence (P63165 whole entry, looked up): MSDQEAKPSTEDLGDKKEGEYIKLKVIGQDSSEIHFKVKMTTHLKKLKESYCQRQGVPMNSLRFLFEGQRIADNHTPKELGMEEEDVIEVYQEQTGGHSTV
STEP inh: STEP (human) phosphatase inhibition. P54829. recombinant STEP, OMFP fluorogenic substrate, fluorescence. inhibition, % at 20 µM. actives 0.25% (n = 360,000). AID 588621;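 active = inhibition at 20 µM, scaled per plate between control wells, above about 37%, limit read from the data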;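 also: 0% = DMSO with enzyme and substrate and 100% = substrate only without enzyme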
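System: isolated STEP enzyme; schedule: 20 min enzyme reaction at room temperature, protected from light; medium: Bis-Tris buffer pH 6.0, 2.5 mM DTT, 0.005% Tween 20; signal: fluorescence, 480/540 nm; dosing: single compound dose of 20 µM, 1% DMSO final; also added: OMFP substrate, 25 µM final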
DNMT1 block: blocks human DNA methyltransferase DNMT1; P26358; AID 588458; DNMT1 molecular beacon, Hinp1I cleavage, fluorescence; inhibition (reported as % activation of signal), % at 10 µM; actives 0.83% (n = 360,000); in the data active = inhibition above about 50%
PABP1 MLLE inh: blocks PAM2 peptide binding to the PABP1 MLLE domain; P11940; GST-MLLE / FITC-PAM2 fluorescence polarization; inhibition, % at 20 µM; actives 0.36% (n = 360,000); AID 588489; in the data active = inhibition above about 35%, passing the limit was not always enough;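 also: plate controls were DMSO wells with GST-MLLE for no effect and wells lacking GST-MLLE protein for full effect; some results filed as inactive read as strong as hits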
Target sequence (P11940 whole entry, looked up, the tested form may be a part): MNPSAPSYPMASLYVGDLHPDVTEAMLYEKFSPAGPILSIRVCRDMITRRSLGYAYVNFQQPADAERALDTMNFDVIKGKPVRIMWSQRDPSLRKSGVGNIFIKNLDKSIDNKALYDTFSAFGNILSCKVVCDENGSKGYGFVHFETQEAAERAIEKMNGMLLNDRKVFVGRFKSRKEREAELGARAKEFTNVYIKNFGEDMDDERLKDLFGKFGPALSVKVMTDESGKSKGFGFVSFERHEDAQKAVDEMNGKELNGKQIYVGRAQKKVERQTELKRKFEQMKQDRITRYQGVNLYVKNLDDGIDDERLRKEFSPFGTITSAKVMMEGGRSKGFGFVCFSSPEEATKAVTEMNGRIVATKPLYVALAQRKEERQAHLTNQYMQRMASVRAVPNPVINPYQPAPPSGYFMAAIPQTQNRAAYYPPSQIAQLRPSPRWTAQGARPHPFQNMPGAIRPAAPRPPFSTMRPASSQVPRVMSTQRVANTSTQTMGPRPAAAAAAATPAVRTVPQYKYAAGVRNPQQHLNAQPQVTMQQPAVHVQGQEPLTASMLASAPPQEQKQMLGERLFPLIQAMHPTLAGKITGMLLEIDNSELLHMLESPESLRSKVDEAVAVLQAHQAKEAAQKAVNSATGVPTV
CSN inh: blocks human CSN-mediated cullin deneddylation; Q92905; Purified CSN, SCF-Nedd8-OG deneddylation, fluorescence polarization; inhibition, % at 12.5 µM; actives 0.38% (n = 360,000); AID 651999;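 active = pattern-corrected inhibition above about 35%, with an unprinted fluorescence ratio check between 0.5 and 1.5, limit read from the data, passing the limit was not always enough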;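 also: 0% = enzyme with substrate and 100% = substrate without enzyme; some results filed as inactive read as strong as hits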
Target sequence (Q92905 whole entry, looked up, one chain of several): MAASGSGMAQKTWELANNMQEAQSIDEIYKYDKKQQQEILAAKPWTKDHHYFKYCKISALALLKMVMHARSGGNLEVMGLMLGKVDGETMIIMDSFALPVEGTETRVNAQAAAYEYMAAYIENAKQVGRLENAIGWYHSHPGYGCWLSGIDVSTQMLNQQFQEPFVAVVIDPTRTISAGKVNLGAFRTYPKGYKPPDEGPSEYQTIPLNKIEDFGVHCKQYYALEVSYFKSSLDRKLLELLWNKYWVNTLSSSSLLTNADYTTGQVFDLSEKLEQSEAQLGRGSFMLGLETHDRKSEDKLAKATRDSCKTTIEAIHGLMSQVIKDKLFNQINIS
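Material: purified human Csn5 enzyme expressed in HEK293T cells / Medium: Tris buffer pH 7.5, NaCl, DTT, Tween-20, trehalose, ovalbumin / Compound dosing: 12.5 µM single point / Schedule: 90 min incubation of compound, enzyme and substrate at room temperature / Signal: fluorescence polarization of the substrate / Control set: no-enzyme wells high, enzyme-with-substrate wells low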
Scp1 inh: blocks human Scp-1 phosphatase activity | inhibition, % at 20 µM | Recombinant Scp1, phosphopeptide, malachite green phosphate absorbance | AID 493091 | actives 0.88% (n = 340,000);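 active = inhibition above about 50% at 20 µM, limit read from the data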;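 also: plate controls were DMSO wells with enzyme for no effect and wells lacking enzyme for full effect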
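System: truncated SCP-1 phosphatase (76-261aa); medium: Tris acetate buffer pH 5.5 with MgCl2 and Tween-20; incubation: 45 min room-temperature reaction, 5 min colour, 30 min stabiliser; compound: single 20 µM dose, 1% DMSO; reagent: Phosphorylated 17-residue peptide substrate; read-out: % inhibition at 20 µM; technique: colorimetric free-phosphate detection, absorbance 630 nm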
Rpn11 inh: inhibitors of human proteasome Rpn11. O00487. calls only at 20 µM. actives 0.59% (n = 360,000). human 26S proteasome, Ub4-pepOG fluorescence polarization; 20S core pre-blocked with epoxomicin;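 active = inhibition at 20 µM, scaled to each plate's controls, above about 33%, limit read from the data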
LMPTP inh: LMPTP (human) inhibition | P24666 | actives 0.22% (n = 360,000) | recombinant LMPTP-A, OMFP fluorogenic substrate, fluorescence intensity | inhibition, % at 20 µM | AID 651560;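 active = compounds that cut the enzyme signal by at least half of the control window in the single-dose screen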;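 also: plate controls were DMSO wells with enzyme plus substrate for no effect and substrate without enzyme for full effect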
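Test system – LMPTP-A phosphatase enzyme · Quantity – 0.625 nM LMPTP-A final · Reagent – OMFP substrate, 400 µM final · Dosing – one test concentration per compound, 20 µM, with 3% DMSO overall · Timing – 50 min enzyme reaction at room temperature, protected from light · Detection – fluorescence intensity · Controls – substrate-only low control, DMSO enzyme-plus-substrate high control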
NadD block: NadD (S. aureus) enzyme inhibition | AID 602399 | inhibition, % at 20 µM | purified NadD enzyme, colorimetric absorbance read-out | actives 0.78% (n = 360,000); in the data active = inhibition above about 26%; also: some compounds past the cut are filed as inactive
* = called active by the depositor; i = inactive; · = not tested or not shown. An unsorted share of the library; overall some 3.6% were active at least once.

entry	Molecule	TbMetRS inhib	SUMO1 PPI mod	STEP inh	DNMT1 block	PABP1 MLLE inh
1	N#C/C(=C\c1cc(Cl)cc(Cl)c1O)C(=O)NC1CCCCC1	-0.5	22	-4	-12	51
2	O=C(COc1ccc2c3c(c(=O)oc2c1)CCC3)NC1CCCCC1	-0.1	-5	2	0	-30
3	Cc1cccc(NC(=S)NCCc2ccc(S(N)(=O)=O)cc2)c1C	-0.7	2	1	1	-1
4	O=C(Nc1ccc(S(=O)(=O)N2CCOCC2)cc1)c1ccc([N+](=O)[O-])cc1Cl	1.2	-30	0	-1	5
5	COc1ccc(NC(=O)CCCCCN2C(=O)c3ccccc3C2=O)c(OC)c1	0.0	-4	1	-1	-5
6	CCCCCNC(=O)c1cccc(S(=O)(=O)N2CC3(C)CC2CC(C)(C)C3)c1 (stereo not drawn)	0.7	9	2	0	2
7	CC(NC(=O)CN1CCOCC1)c1ccc(F)cc1 (stereo not drawn)	-1.1	-1	-1	1	6
8	CCOC(=O)c1cc(=O)cc(C(=O)OCC)o1	-0.1	-5	1	0	1
9	CN(Cc1nc2ccccc2c(=O)[nH]1)C(=O)c1cc2c(s1)CCCCC2	-0.2	-1	1	6	1
10	Cc1cccc(NC(=O)c2cnc3sccn3c2=O)c1	-0.5	4	2	5	3
11	O=C(CCc1ccccc1)NCCCNC(=O)CCc1ccccc1	0.0	2	1	1	6
12	CCc1nnc(NC(=O)CSc2nnc(Cc3ccccc3)n2-c2ccc(OC)cc2)s1	0.0	-4	2	4	-6

entry	CSN inh	Scp1 inh	Rpn11 inh	LMPTP inh	NadD block
1	-5	12	i	1.6	2
2	4	5	i	0.7	2
3	-3	5	i	-1.7	3
4	-1	-11	i	0.7	5
5	1	-7	i	-0.4	2
6	0	-12	i	3.5	-3
7	3	0	i	-0.2	-1
8	-2	-5	i	-1.4	-5
9	5	-12	i	-0.4	-2
10	-2	-12	i	0.1	-6
11	1	-5	i	-2.1	1
12	4	-1	i	0.4	-3

Exported with values under each structure: part of the list above
Values run as follows: TbMetRS inhib | SUMO1 PPI mod | STEP inh | DNMT1 block | PABP1 MLLE inh | CSN inh | Scp1 inh | Rpn11 inh | LMPTP inh | NadD block
[1] N#C/C(=C\c1cc(Cl)cc(Cl)c1O)C(=O)NC1CCCCC1
  -0.5 | 22 | -4 | -12 | 51 | -5 | 12 | i | 1.6 | 2
[2] O=C(COc1ccc2c3c(c(=O)oc2c1)CCC3)NC1CCCCC1
  -0.1 | -5 | 2 | 0 | -30 | 4 | 5 | i | 0.7 | 2
[3] Cc1cccc(NC(=S)NCCc2ccc(S(N)(=O)=O)cc2)c1C
  -0.7 | 2 | 1 | 1 | -1 | -3 | 5 | i | -1.7 | 3
[4] O=C(Nc1ccc(S(=O)(=O)N2CCOCC2)cc1)c1ccc([N+](=O)[O-])cc1Cl
  1.2 | -30 | 0 | -1 | 5 | -1 | -11 | i | 0.7 | 5
[5] COc1ccc(NC(=O)CCCCCN2C(=O)c3ccccc3C2=O)c(OC)c1
  0.0 | -4 | 1 | -1 | -5 | 1 | -7 | i | -0.4 | 2
[6] CCCCCNC(=O)c1cccc(S(=O)(=O)N2CC3(C)CC2CC(C)(C)C3)c1 (stereo not drawn)
  0.7 | 9 | 2 | 0 | 2 | 0 | -12 | i | 3.5 | -3

Going on with the list:
entry	Molecule	TbMetRS inhib	SUMO1 PPI mod	STEP inh	DNMT1 block	PABP1 MLLE inh
13	CCn1cc(Br)c(C(=O)Nc2nccs2)n1	-1.0	5	0	0	-20
14	CC(=O)Oc1cccc(N2C(=O)c3ccc(C(=O)Nc4c[nH]c(=O)[nH]c4=O)cc3C2=O)c1	-0.4	-21	0	1	20
15	COc1ccc(NC(=O)CSc2c3c(nc4ccccc24)CCC3)c(OC)c1	-0.1	0	-4	6	17
16	Cc1ccc(C)c(NC(=O)CCc2nnc3ccc(N4CCCC4)nn23)c1	-0.4	-1	1	3	3
17	O=C(Cn1nnc(-c2ccc(Cl)cc2)n1)NCc1ccco1	-0.8	4	2	31	-4
18	COc1cccc(OC)c1OCCNCC1COc2ccccc2O1 (stereo not drawn)	-0.3	0	-2	1	4
19	CC(C)(O)C#Cc1ccc(CN2CCCC(CO)(Cc3cccc(Cl)c3)C2)cc1 (stereo not drawn)	-0.6	-2	-4	-10	-22
20	CCOC(=O)C(=O)c1csc(NC(=O)COc2ccc(N(C)S(=O)(=O)c3ccc(F)cc3)cc2)n1	-1.0	1	3	-1	-4
21	O=C(CCCn1c(=S)[nH]c2ccccc2c1=O)N1CCOCC1	-0.4	-2	-13	2	-27
22	CCNC(=O)NC1c2ccccc2CSc2ccccc21 (stereo not drawn)	-0.6	-6	-1	-1	18
23	Cc1ccc(NC(=O)COC(=O)COc2ccc3ccc(=O)oc3c2)cc1[N+](=O)[O-]	0.5	-7	4	24	4
24	CCOC(=O)c1ccccc1NC(=O)C=C(C)C	-0.6	-3	4	6	0

entry	CSN inh	Scp1 inh	Rpn11 inh	LMPTP inh	NadD block
13	-3	1	i	-0.9	4
14	1	-10	i	0.6	3
15	6	22	i	-0.4	-6
16	3	-9	i	-1.3	2
17	7	35	i	-0.7	-5
18	-2	-9	i	-1.3	-2
19	4	3	i	-0.1	-4
20	2	-3	i	12	2
21	1	-3	i	-0.2	12
22	2	-1	i	-0.9	-2
23	0	7	i	0.9	-3
24	-4	-1	i	0.6	2

Further records.
entry	Molecule	TbMetRS inhib	SUMO1 PPI mod	STEP inh	DNMT1 block	PABP1 MLLE inh
25	COc1ccc2c(C(=O)c3ccc(C)cc3)n(CCCC(N)=O)[n+]([O-])c2c1	-0.4	-19	2	7	4
26	Nc1n[nH]c(N)c1N=Nc1cccc(C(F)(F)F)c1	-0.7	-13	-3	-12	8
27	CCc1cc(C(=O)N/N=C/c2c(C)[nH]c3ccccc23)cs1	0.3	-6	1	-16	4
28	Cc1cc(NC(=O)CSc2ccc(Cl)cc2)no1	-0.2	-1	-3	-3	26
29	CCCCSCCCNC(=O)C1CCC(CNS(=O)(=O)c2ccccc2)CC1 (stereo not drawn)	-0.5	2	-2	0	7
30	CSCc1c(C(=O)N2CCCc3ccccc32)oc2ccccc12	0.0	2	4	2	-4
31	CC1(C(=O)Nc2ccc3c(c2)OCO3)CCN1Cc1ccccc1OC(F)F (stereo not drawn)	-0.2	1	2	-1	7
32	CCN(CC)C(=O)C1CCCN(C(=O)Nc2ccc3nsnc3c2)C1 (stereo not drawn)	0.9	-9	3	-12	4
33	O=C(O)CCC(=O)Nc1ccc(S(=O)(=O)c2ccc(NC(=O)CCC(=O)O)cc2)cc1	3.2	4	0	1	8
34	CC1CCN(c2ccc(-c3ccc(NC(=O)c4ccco4)cc3)nn2)CC1	-0.5	-2	0	-2	1
35	COc1ccc2sc(-c3ccc(SC)cc3)c(-c3ccc(O)cc3)c2c1	-0.3	-2	-5	-10	-2
36	O=c1c2ccccc2oc2cc(C#Cc3ccccn3)ccc12	0.5	-13	4	42	2

entry	CSN inh	Scp1 inh	Rpn11 inh	LMPTP inh	NadD block
25	4	-5	i	-0.7	2
26	0	-10	i	0.8	0
27	4	-5	i	2.6	0
28	6	-6	i	0.7	-2
29	0	-2	i	-0.7	-6
30	0	-5	i	1.4	-10
31	4	·	i	-0.6	-1
32	1	0	i	0.5	4
33	2	-2	i	-1.0	10
34	-1	0	i	-0.8	6
35	-1	15	i	1.9	2
36	15	2	i	11	0

Next records follow:
entry	Molecule	TbMetRS inhib	SUMO1 PPI mod	STEP inh	DNMT1 block	PABP1 MLLE inh
37	Cc1cccc(C(=O)NCC(=O)NCCSc2ccc(Br)cc2)c1	-0.2	3	-1	-6	19
38	O=c1cc(Cl)c(-c2ccccc2)nn1Cc1ccc(Cl)cc1	-0.5	-9	2	0	-10
39	CCCN(C(=O)CCNC(=O)Cn1cnc2ccccc2c1=O)c1cccc(Cl)c1	-1.0	4	0	-2	-5
40	Cc1ccc(C(=O)NC2CCCC2)s1	-0.4	2	1	0	-15
41	COC(=O)C[C@H]1C=C[C@@H](NC(=O)C2CC2)[C@@H](CO)O1	0.1	2	·	·	·
42	Cc1c(C(=O)NCC(c2ccco2)N(C)C)oc2c(Cl)cccc12 (stereo not drawn)	-0.1	-2	-1	-3	-2
43	Cc1ccccc1/C=N\NC(=O)c1csnn1	-0.4	-5	-5	-1	22
44	O=C1/C(=C\c2ccccn2)SC(=S)N1c1ccc(S(=O)(=O)Nc2nccs2)cc1	-0.6	7	8	-5	27
45	O=C(O)C1CCC(=O)N1C1c2ccccc2Oc2ccccc21 (stereo not drawn)	-0.5	-3	0	4	2
46	Cc1ccc(C(=O)NCC(=O)OCC(=O)NC2CCS(=O)(=O)C2)cc1C (stereo not drawn)	-0.8	1	-2	-3	16
47	COc1ccc(C(=O)NOCc2ccccc2)cc1	-0.1	14	3	1	-2
48	COc1cc(OC)c(C2=NOC(C(=O)O)C2)cc1Cl (stereo not drawn)	-0.6	3	-1	2	6

entry	CSN inh	Scp1 inh	Rpn11 inh	LMPTP inh	NadD block
37	7	-9	i	1.6	-6
38	1	-15	i	3.9	-4
39	5	9	i	0.6	-3
40	0	-5	i	-1.7	-2
41	-6	·	·	-0.3	·
42	1	0	i	-1.4	-4
43	3	-2	i	-0.5	5
44	0	2	i	4.2	44*
45	3	-4	i	-1.5	1
46	4	-3	i	-0.9	-7
47	0	-3	i	0.7	-1
48	-2	0	i	-2.4	8

Other records.
entry	Molecule	TbMetRS inhib	SUMO1 PPI mod	STEP inh	DNMT1 block	PABP1 MLLE inh
49	COc1cc(/C(C)=N/NC(=O)CSc2nc3ccccc3[nH]2)ccc1O	1.2	7	3	1	-12
50	COc1ccc(-n2nc3c(c2NC(=O)c2ccc(Br)cc2)CS(=O)C3)cc1 (stereo not drawn)	0.8	-2	2	1	-5
51	Cn1cnnc1SCC(=O)Nc1cc(S(=O)(=O)N2CCCCC2)ccc1Cl	-0.9	-1	-2	-2	13
52	COc1cccc(COc2ccc(N(C)S(=O)(=O)c3ccccc3)cc2)c1	-0.2	1	-1	-4	-6
53	Cc1ccsc1/C=N\NC(=O)c1n[nH]c2c1CCC2	-1.0	-9	1	0	-1

entry	CSN inh	Scp1 inh	Rpn11 inh	LMPTP inh	NadD block
49	3	-7	i	2.0	-2
50	-5	-5	i	-2.2	-7
51	-1	-12	i	-1.9	-5
52	0	-7	i	2.4	5
53	-6	-5	i	-0.4	-5
